HIF-2a inh: HIF-2a inhibition. 0.72% of 360,000 active. 786-0 RCC cells HIF-2a reporter, luciferase luminescence, overnight. inhibition, % at 18.8 µM;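 active means inhibition of the luminescence signal of 40% or more relative to plate controls, in a single-dose primary screen at 18.75 µM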
NR2E3 ag-1: NR2E3 (human) agonism. Q9Y5X4. GST-NR2E3/biotin-RetCOR TR-FRET, 1536-well. inhibition of corepressor binding, % at 4.78 µM. 0.12% of 320,000 active. AID 2300;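 active means percent inhibition above the cutoff of mean plus 3 SD of all tested compounds, set per screening campaign, cut at about 20% in these data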;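 further: 0% = DMSO wells and 100% = biotin wells as full block of FRET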
Target sequence (Q9Y5X4 whole entry, looked up): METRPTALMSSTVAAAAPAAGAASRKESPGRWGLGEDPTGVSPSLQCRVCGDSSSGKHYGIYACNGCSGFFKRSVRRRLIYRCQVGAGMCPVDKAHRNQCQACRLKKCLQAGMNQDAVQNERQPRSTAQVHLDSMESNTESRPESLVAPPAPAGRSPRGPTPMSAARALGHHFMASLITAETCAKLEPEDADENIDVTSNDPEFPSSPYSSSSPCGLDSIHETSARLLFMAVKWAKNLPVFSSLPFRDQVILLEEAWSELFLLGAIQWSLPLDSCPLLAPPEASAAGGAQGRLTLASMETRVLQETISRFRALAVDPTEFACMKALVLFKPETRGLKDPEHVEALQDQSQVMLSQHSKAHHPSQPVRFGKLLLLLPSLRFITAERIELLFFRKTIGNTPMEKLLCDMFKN
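Test system: GST-NR2E3 and biotin-RetCOR proteins | Quantity: 1.35 nM GST-tagged NR2E3 final | Medium: Tris pH 7.5 | Also added: 7 nM biotin-RetCOR | Dosing: Compound at 4.8 µM, single dose | Timing: 5 h at 4 °C | Detection: Time-resolved FRET | Read-out basis: Percent inhibition | Benchmarks: Biotin wells as high control, 0.6% DMSO wells as low control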
NR2E3 ag-2: human photoreceptor-specific nuclear receptor agonism; Q9Y5X4; CHO-S Gal4-NCOR/VP16-NR2E3 two-hybrid, luciferase; inhibition of corepressor binding, % at 3.98 µM; 0.35% of 360,000 active; AID 602229;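 active means inhibition above the mean of all tested compounds plus 3 SD, cut at about 70% in these data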;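 further: 0% = DMSO with NR2E3 transfected cells and 100% = cells lacking NR2E3 construct; higher means lower luciferase signal from less NR2E3 corepressor binding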
hiPSC survival: enhancers of human iPSC single-cell survival. hiPSC single-cell survival, ATPlite luminescence; 100% = ROCK inhibitor wells, 0% = DMSO. survival enhancement, % at 20 µM. 0.044% of 360,000 active. AID 602274; in the data active means survival enhancement above about 18%;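 further: cells exposed to compounds for 16 hours before the ATP read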
TRPM1 prom inh: inhibitors of MITF-driven TRPM1 promoter in melanoma cells; AID 488899; inhibition, % at 12.5 µM; 0.83% of 330,000 active; SK-MEL-5 TRPM1 promoter luciferase, 24 h;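 active means mean inhibition across replicates of 60% or more, whatever share of single replicates reaches that level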; further: values of inactives mirror those of a sister screen read the other way
CF NFkB block: inhibitors of cystic fibrosis induced NF-kB; 0.86% of 360,000 active; KKLEB NF-kB-GFP reporter, PAF-induced, GFP fluorescence overnight; inhibition, % at 5 µM;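 active means at least 50% inhibition at 5 µM, scaled per plate between neutral and stimulator controls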;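 further: PAF is a Pseudomonas aeruginosa culture filtrate used as stimulus; plate controls were PAF-stimulated DMSO wells for no effect and unstimulated DMSO wells for full effect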
C8 TRAIL sens: caspase-8 TRAIL sensitization; NB7+C8 cells + TRAIL, ATPlite viability luminescence; inhibition (viability loss, TRAIL sensitization), % at 10 µM; 1% of 360,000 active;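 active means compounds causing at least 50% loss of cell viability in the single-dose screen, relative to plate controls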
Shn3 3UTR inh: reduces Shn3 3'UTR luciferase signal in osteoblasts; Clone20 osteoblast Shn3 3'UTR firefly luciferase, 24 h; 0.52% of 360,000 active; AID 588674; inhibition, % at 12.5 µM;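 active means mean inhibition of at least 75% with every replicate also reaching 75%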;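 further: 0% = median of neutral control wells and 100% = pilot-screen positive control compound; some compounds past the cut are filed as inactive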
Peg3 prom inh: reduces Peg3 promoter-driven luciferase expression in HeLa. inhibition, % at 20 µM. AID 588405. 1.7% of 360,000 active. HeLa PEG-Prom luciferase reporter, luminescence, overnight;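 active means inhibition of at least 50% at 20 µM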
KKLEB tox: reduces viability of KKLEB cystic fibrosis airway cells; 0.36% of 360,000 active; AID 602141; KKLEB CF airway cells viability, ATPlite luminescence, overnight; active compounds read low; cells stimulated with P. aeruginosa culture filtrate; activity change (cytotoxicity), % at 5 µM;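 active means corrected activity change at or below -50% at 5 µM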
LMP1 NFkB inh: reduces LMP1-driven NF-kappaB luciferase signal; inhibition, % at 12.5 µM; LMP1-induced NF-kappaB luciferase reporter cells, luminescence; 0.69% of 350,000 active; in the data active means inhibition above about 41%;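 further: 0% = neutral control wells and 100% = reference inhibitor control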
* marks the source's active call; other numbers are inactive results; / = no result given. This is a subset; count on the stated rates, not on these rows.

molecule,HIF-2a inh,NR2E3 ag-1,NR2E3 ag-2,hiPSC survival,TRPM1 prom inh,CF NFkB block,C8 TRAIL sens,Shn3 3UTR inh,Peg3 prom inh,KKLEB tox,LMP1 NFkB inh
NNc1cc([N+](=O)[O-])cc2c1C(=O)N(Cc1ccccc1)S2=O (centres undefined),-6,-5,7,-0.2,7,2,1,-5,5,-2,-6
COc1ccc(S(=O)(=O)NC(=O)C2(C)CCN2C(=O)COc2ccc(Cl)cc2)cc1 (centres undefined),3,/,-1,-2.1,/,13,-14,35,0,-16,/
Cc1ccc2nccc(C(=O)N3CCCC(Nc4ccc(C)c(C)c4)C3)c2c1 (centres undefined),-3,3,-23,-0.3,5,21,15,9,3,-4,-2
CCCCN(C(=O)C1CC(=O)N(CCc2ccc(OC)c(OC)c2)C1)c1c(N)n(CCCC)c(=O)[nH]c1=O (centres undefined),9,1,27,-0.4,2,3,1,5,-4,1,-7
COc1ccc2nc(N3C(=O)/C(=C/c4ccc(Cl)cc4)NC3=S)sc2c1,-16,/,5,0.0,1,45,-1,19,-16,-15,4
COc1ccc(CCNC2CC(=O)N(N(C)C)C2=O)cc1OC (centres undefined),15,0,-17,2.1,3,-13,-3,-9,9,7,6
O=S(=O)(c1ccccc1)N1CCN(C(c2ccccc2)c2ccc(OC(F)(F)F)cc2)CC1 (centres undefined),14,0,-15,1.5,9,15,-6,13,10,-8,-7
Cc1ccccc1NC(=S)N(Cc1cccnc1)Cc1ccccc1Cl,-5,2,1,0.0,2,-6,14,-19,5,-3,-6
COc1ccc(OC)c(C2C(C(=O)c3ccc(C)o3)=C(O)C(=O)N2c2cc(C)on2)c1 (centres undefined),18,4,-8,1.4,0,-23,3,1,-2,3,-5
Cc1c(C)n(Cc2ccccc2)c2ncnc(NCCN(C)C)c12,17,-1,-17,0.7,3,7,-1,-26,8,0,-4
O=C(NCCn1cc(SCc2ccc(F)cc2)c2ccccc21)c1ccccc1F,-23,2,-5,-3.5,/,9,2,45,23,-2,-7
CCc1nc2ccccc2c(C(=O)OCC(=O)C(C)(C)C)c1C,18,3,0,0.4,6,5,-1,1,7,-11,-18

The last two entries of the section before are carried over, then new ones follow:
molecule,HIF-2a inh,NR2E3 ag-1,NR2E3 ag-2,hiPSC survival,TRPM1 prom inh,CF NFkB block,C8 TRAIL sens,Shn3 3UTR inh,Peg3 prom inh,KKLEB tox,LMP1 NFkB inh
O=C(NCCn1cc(SCc2ccc(F)cc2)c2ccccc21)c1ccccc1F,-23,2,-5,-3.5,/,9,2,45,23,-2,-7
CCc1nc2ccccc2c(C(=O)OCC(=O)C(C)(C)C)c1C,18,3,0,0.4,6,5,-1,1,7,-11,-18
Cc1cc(C)c2[nH]c(=O)c(CN(CC3CCCO3)C(=O)C3CCCO3)cc2c1 (centres undefined),5,-1,-5,1.2,-6,2,-11,-17,21,3,-2
COc1ccc(NC(=O)N(C)C[C@H]2Oc3ccc(NS(=O)(=O)c4ccc(F)cc4)cc3C(=O)N([C@H](C)CO)C[C@@H]2C)cc1,8,/,5,2.5,/,4,-14,12,-11,-1,-3
N#Cc1ccc(C(=O)N2CCN(C(=O)C3CCCO3)CC2)cc1 (centres undefined),-2,5,-19,1.2,8,2,-2,-14,6,13,0
N#CCSc1nnc(Cc2cccc3ccccc23)n1C1CCCCC1,21,-1,-22,-1.0,5,1,-1,1,19,6,-6
Cc1ccsc1CN(C)CC(=O)NCC(=O)Nc1ccc(F)c(F)c1F,12,/,-16,-0.4,5,11,-10,6,13,0,-5
CCn1c(=NC(=O)c2cccc(N3C(=O)CCC3=O)c2)sc2c(C)ccc(OC)c21,-111,-1,-9,0.3,-22,16,-5,-23,-45,-14,-7
CCc1nc(CNC(=O)C2CCC(=O)N(CCc3cccc(F)c3)C2)no1 (centres undefined),-6,3,-31,-0.4,-2,-5,-10,-1,-7,-1,-4
CN(C(=O)COC(=O)CSc1ccc([N+](=O)[O-])cc1)c1ccccc1,12,7,5,-0.4,-10,-18,-4,-14,2,-5,-3
COc1ccc(CCNC(=O)CN2C(=O)NC(Cc3c[nH]c4ccccc34)C2=O)cc1 (centres undefined),14,1,15,1.3,-7,-6,-3,1,11,11,-7
Cc1nn(-c2ccccc2)c(C)c1/C=N/NC(=O)c1cc(C23CC4CC(CC(C4)C2)C3)[nH]n1,13,-2,27,-0.1,-6,-6,64*,28,49,-4,-36
Cc1cc(C)c(C(=O)N2CCCC(CNS(=O)(=O)c3cccs3)C2)o1 (centres undefined),8,1,-7,-0.3,-2,0,11,-8,7,2,-4
O=C(O)C1C2OC(C(Br)C2Br)C1C(=O)O (centres undefined),-14,/,-14,0.7,8,-11,-4,0,-38,11,3

molecule,HIF-2a inh,NR2E3 ag-1,NR2E3 ag-2,hiPSC survival,TRPM1 prom inh,CF NFkB block,C8 TRAIL sens,Shn3 3UTR inh,Peg3 prom inh,KKLEB tox,LMP1 NFkB inh
Cc1ccc(C)c(OCCCCCn2ccnc2)c1,-9,-4,-16,0.7,3,-1,-3,15,0,0,9
Cc1cc(C)c(NC2=NS(=O)(=O)c3ccccc32)c(C)c1,22,-5,8,1.8,8,6,-10,-12,15,4,8
COc1ccc(OCC(=O)N2CCN(c3nnc(-c4ccccc4)c4ccccc34)CC2)cc1,19,2,-20,2.5,5,-20,20,44,17,6,9
CC(C)C(Cl)=NOC(=O)Nc1ccc(F)cc1,18,/,-2,-0.9,8,32,4,99*,55*,6,5
COC(=O)Cc1ccc(NC(=O)c2ccc3c(c2)C(=O)N(CC2CCCO2)C3=O)cc1 (centres undefined),3,0,-28,-0.6,3,-19,-11,14,14,-2,3
COc1ccc(S(=O)(=O)N(CC(=O)N2CCN(C)CC2)C2CCCCC2)cc1OC,21,-1,6,0.5,9,6,-5,19,13,2,6
Nc1ccc(C(=O)OCCc2ccccc2)cc1,-248,4,-99,0.9,-107,-1,9,-72,-310,-14,-40
COc1ccccc1C(=O)NCCC(=O)Nc1ccc(S(=O)(=O)Nc2ncccn2)cc1,1,-2,-23,-1.9,5,-12,-4,-3,-2,-17,-5
CN(C(=O)c1cnc(N2CCN(c3ncccn3)CC2)c2ccccc12)c1ccc(Cl)cc1,18,2,7,4.3,-5,14,4,12,62*,-1,-2
Cn1c(N)c(C(=O)CSc2nc(N)cc(=O)[nH]2)c(=O)n(C)c1=O,-9,-2,-16,2.2,-7,-6,3,13,3,22,-6
NC(=O)CSc1nccn1Cc1ccc(Cl)cc1,7,1,-53,-0.5,-11,-6,-10,6,7,6,-5
O=C(NCC(c1ccco1)N1CCCCC1)C(c1ccccc1)c1ccccc1 (centres undefined),14,-5,-1,-0.5,22,0,24,24,11,-6,4

molecule,HIF-2a inh,NR2E3 ag-1,NR2E3 ag-2,hiPSC survival,TRPM1 prom inh,CF NFkB block,C8 TRAIL sens,Shn3 3UTR inh,Peg3 prom inh,KKLEB tox,LMP1 NFkB inh
COc1ccc(S(=O)(=O)NC(C(=O)NCCc2ccccn2)C(C)C)cc1 (centres undefined),8,3,-10,1.5,-5,-6,17,1,-11,-6,-7
O=C(Nc1ccccc1OC(F)F)c1cccc(S(=O)(=O)N2CCCC2)c1,1,5,-4,0.5,11,-10,-7,-23,9,-7,5
COc1ccc(/C=C(/C(=O)c2ccc(Cl)cc2Cl)n2cncn2)cc1,14,-3,9,4.5,-7,12,-2,9,-9,3,11
O=C(Cn1cc2c(n1)CCCC2)N1CCCC1,4,6,-20,8.5,1,-11,10,-1,15,11,0
CCOc1ccc(N(C(C)C(=O)N/N=C(\C)c2cccc(NC(=O)c3ccccc3)c2)S(C)(=O)=O)cc1 (centres undefined),-2,-3,1,0.4,-2,-2,6,31,46,4,9
O=C1COc2ccc(C(=O)COC(=O)Cc3ccc(F)cc3)cc2N1,4,2,-11,2.4,-2,12,0,-3,-5,-11,0
Cc1ccc(OCC(=O)Nc2ccc3c(c2)OCO3)cc1C,-151,0,9,-1.8,-6,-16,-11,0,-88,0,1
COCC(C)NC(=S)NCCc1ccc(Cl)cc1Cl (centres undefined),16,2,21,0.7,2,11,-5,3,18,-10,-2
O=C(Nc1sc2c(c1C(=O)O)CCCC2)c1ccc(F)cc1,-258,/,-110,0.9,/,-1,4,-46,-206,4,-9
CC(=O)Nc1ccc(C(=O)N/N=C/C2CC3C=CC2C3)cc1 (centres undefined),21,0,-28,-2.8,-2,19,6,-11,0,-17,1
O=C(N/N=C/c1ccccn1)c1ccc(NC(=O)c2ccccc2Cl)cc1,-16,8,14,-0.6,5,17,8,-8,3,3,4
Cc1cc(=O)oc(C)c1C(=O)N1CCc2c([nH]c3ccccc23)C1C(C)C (centres undefined),9,3,12,-0.1,-5,-12,-6,-1,14,-5,9

molecule,HIF-2a inh,NR2E3 ag-1,NR2E3 ag-2,hiPSC survival,TRPM1 prom inh,CF NFkB block,C8 TRAIL sens,Shn3 3UTR inh,Peg3 prom inh,KKLEB tox,LMP1 NFkB inh
CC(C)OC(=O)CSc1nnc2c(n1)[nH]c1ccc(F)cc12,13,0,-21,0.4,1,4,25,5,10,-11,-3
O=C(O)c1cc(N/N=C/c2ccc(N3CCOCC3)cc2)ccc1Cl,6,-8,-83,0.2,49,-9,0,/,-3,4,16
Nc1ncnc2c1ncn2[C@@H]1O[C@H](C(=O)NCc2ccc(OC(F)(F)F)cc2)[C@@H](O)[C@H]1O,25,/,-7,1.9,/,-36,-12,-11,6,-6,/
O=C(O)c1ccc(N=NN2CCCC2)cc1,14,0,-41,-2.2,-1,6,5,-2,-7,1,-6
CC(NC(=O)c1ccc(Cl)s1)C1CCCO1 (centres undefined),0,4,-4,-1.2,2,7,3,1,1,-6,3
CCOC(=O)C1CCCN(C(=O)c2ccc3nc(-c4ccc(OC)c(OC)c4)c(-c4ccc(OC)c(OC)c4)nc3c2)C1 (centres undefined),9,5,-14,-0.1,20,-8,-13,15,30,3,3
CCN(CC(=O)Nc1ccc(OC)cc1)C(=O)CN1C(=O)NC(C)(c2ccc3ccccc3c2)C1=O (centres undefined),15,0,-7,-0.1,1,9,-6,-5,16,-19,-10
O=C(Nc1ncccn1)C1c2ccccc2Oc2ccccc21,18,-1,-8,0.4,-5,-18,10,-23,3,1,2
O=C(COC(=O)CNC(=O)c1ccccc1F)NCC(F)(F)F,15,1,-45,-1.3,-11,-1,-1,0,7,3,1
Cc1c(C(=O)NCCN2CCCC(O)C2)oc2c(F)cccc12 (centres undefined),4,5,-19,0.0,6,12,2,-15,1,13,0
CCC1(CC)C(=O)Nc2ccccc21,-7,1,9,-0.3,-1,-3,2,-10,-4,5,-5
Cc1occc1C(=O)Nc1cccc(S(=O)(=O)N2CCOCC2)c1,4,/,-17,-1.9,6,4,-9,-18,13,-1,-4
CCN(CC)S(=O)(=O)c1ccc(NC(=O)c2ccc(CN3CCOCC3)cc2)cc1,-11,1,1,-2.7,35,4,27,70,21,2,5
C#CCN(C[C@@H]1[C@@H](OC(=O)NC2CC2)[C@@H](OC(=O)NC2CC2)Cn2c(=O)n(CCCCCC)c(=O)n21)S(=O)(=O)c1ccc(C)cc1,11,/,-12,1.8,/,25,3,30,-4,-8,-14
